# EPAC2 antagonist – antagonists of human EPAC2; Q8WZA2; EPAC2 GEF exchange of Rap1B-BODIPY-GDP, fluorescence; Potency, µM (titrated, usually from 114 µM), without a hit: at the highest dose activity, negative = inhibition, actives largely listed as inhibitors; actives 0.18% (n = 360,000); note: % is set by controls: 0 for no effect and ±100 for the full control effect; nearly all actives have a fitted effect of over 45% in size; many of its hits are not listed in these tables
# Target sequence (Q8WZA2 whole entry, looked up): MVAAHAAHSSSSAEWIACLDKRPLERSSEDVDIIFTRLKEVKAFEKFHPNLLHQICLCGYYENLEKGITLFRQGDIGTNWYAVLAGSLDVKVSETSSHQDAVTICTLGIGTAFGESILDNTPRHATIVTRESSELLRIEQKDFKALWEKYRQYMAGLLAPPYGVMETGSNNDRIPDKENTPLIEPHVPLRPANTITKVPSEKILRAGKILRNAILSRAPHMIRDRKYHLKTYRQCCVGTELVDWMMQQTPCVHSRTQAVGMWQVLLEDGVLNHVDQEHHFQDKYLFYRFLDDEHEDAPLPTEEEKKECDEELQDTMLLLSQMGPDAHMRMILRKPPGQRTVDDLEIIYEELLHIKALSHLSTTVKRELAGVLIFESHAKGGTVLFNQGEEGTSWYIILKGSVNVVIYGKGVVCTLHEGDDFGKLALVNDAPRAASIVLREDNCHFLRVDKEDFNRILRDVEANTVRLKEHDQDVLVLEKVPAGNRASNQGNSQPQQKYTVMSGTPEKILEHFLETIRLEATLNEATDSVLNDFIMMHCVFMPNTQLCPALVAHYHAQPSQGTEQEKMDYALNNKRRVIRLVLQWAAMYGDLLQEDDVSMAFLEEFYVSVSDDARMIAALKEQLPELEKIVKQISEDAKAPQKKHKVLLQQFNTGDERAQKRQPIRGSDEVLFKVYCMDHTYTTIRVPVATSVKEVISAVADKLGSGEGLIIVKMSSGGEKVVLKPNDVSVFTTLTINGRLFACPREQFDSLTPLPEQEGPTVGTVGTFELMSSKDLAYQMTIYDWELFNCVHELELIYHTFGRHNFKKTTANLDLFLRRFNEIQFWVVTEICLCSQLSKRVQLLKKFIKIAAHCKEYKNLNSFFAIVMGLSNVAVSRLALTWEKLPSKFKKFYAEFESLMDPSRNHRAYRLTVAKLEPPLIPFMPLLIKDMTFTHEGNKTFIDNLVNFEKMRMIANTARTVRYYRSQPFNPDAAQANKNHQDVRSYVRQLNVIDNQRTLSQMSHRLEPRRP
# MCF10A rereplic – induces DNA re-replication in MCF 10a normal breast cells; MCF 10A DNA re-replication, Hoechst nuclear intensity, 48 h; AID 624296; Potency, µM (titrated, usually from 46.1 µM), for the others: top-dose activity, positive = re-replication, actives largely listed as activators; actives 2.9% (n = 350,000); note: % of control where 0% means no effect; nearly all actives have a fitted effect of over 50% in size
# A549 viability – A549 cytotoxicity, counter-screen for Nrf2 inhibitors. A549 ARE-Fluc cells, CellTiter-Fluor viability, 18-24 h. actives 0.16% (n = 390,000). Potency, µM (highest dose often 46 µM), for inactives: at the top dose activity change, negative = cytotoxicity, hits mostly inhibitors; note: % is set by controls: 0 for no effect and ±100 for the full control effect
#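 A549 ARE-Fluc cells in 5% FBS OPTI-MEM, 5000 cells/well, rested 2 h then exposed to compounds in concentration-response for 18-24 h at 37 °C. Viability by CellTiter-Fluor fluorescence (Ex 405/Em 525) after 30 min; luciferase luminescence (BugLite, 15 min, RT) read afterwards.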
# Nrf2 activator – activates Nrf2 signaling. AID 624171. AREc32 ARE-luciferase reporter (MCF7-derived line), luminescence, 24 h. Potency, µM (titrated, usually from 46.1 µM), for inactives: top-dose activation, actives largely listed as activators. actives 0.31% (n = 410,000); note: % of control where 0% means no effect; nearly all actives have a fitted effect of over 65% in size
#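 Nrf2 activation is followed as ARE-luciferase induction in the AREc32 line after one day of compound treatment; luminescence is read with Steady-Glo.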
# S2 tox – reduces viability in counter-screen for ATXN expression inhibitors; S2 cells (HEK-293 line with an ATXN2-luciferase reporter) viability, CellTiter-Fluor protease fluorescence, 24 h; Potency, µM (titrated, usually from 56.7 µM), hits mostly cytotoxic; actives 0.49% (n = 400,000); AID 651635; note: nearly all actives have a fitted effect of over 40% in size
# ATXN2 expr inh – reduces ATXN2 reporter expression in HEK-293 cells; Potency, µM (doses to about 57 µM), for the others: at the top dose activity change, negative = inhibition, usual class: inhibitors; AID 1745845; actives 0.72% (n = 360,000); HEK-293 ATXN2-luciferase reporter, luminescence, 24 h; note: % is set by controls: 0 for no effect and ±100 for the full control effect; nearly all actives have a fitted effect of over 55% in size
#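 qHTS (up to 57 uM final) was run with 24 h compound exposure of reporter cells at 37 °C. Each well was multiplexed: SteadyGlo luminescence measured ATXN2-luciferase expression after a fluorogenic Gly-Phe-AFC viability readout (25 uM final).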
# TGFb inhibitor – blocks TGF-b signaling | HepG2 CAGA-GFP TGF-b/SMAD3 reporter, GFP fluorescence, 18 h; TGF-beta stimulated, 500 pg/mL final | Potency, µM (series often up to 46.1 µM), inactives show at the top dose activity, negative = inhibition, usual class: inhibitors | actives 1.2% (n = 410,000); note: % is set by controls: 0 for no effect and ±100 for the full control effect; nearly all actives have a fitted effect of over 65% in size
#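 Inhibition of TGF-beta-driven CAGA-GFP reporter expression in HEPG2 cells is measured by cellular GFP fluorescence after 18 h stimulation with 500 pg/mL recombinant TGF-beta in 1% FBS medium at 37 degrees C.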
# HepG2 viability – kills HepG2 cells in TGF-b inhibitor counter-screen. AID 588856. HepG2 CAGA-GFP viability, ATP luminescence, 18 h. Potency, µM (highest dose often 46.1 µM), for inactives: at the highest dose activity change, negative = cytotoxicity, hits mostly cytotoxic. actives 0.76% (n = 410,000); note: some results filed as inactive show a strong effect at the top dose
#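 HepG2 CAGA-GFP cells (1000/well, DMEM with 1% FBS) received compound, then TGF-beta at 500 pg/mL final, and were incubated 18 hours at 37 degrees C. Viability was read by CellTiter-Glo luminescence. Media-only wells were set as complete cell-killing and DMSO as no toxicity.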
# Nrf2 block – inhibitors of Nrf2 signaling. actives 2.1% (n = 360,000). A549 ARE-Fluc reporter, luciferase luminescence, 18-24 h. Potency, µM (series often up to 46 µM), without a hit: at the highest dose activity change, negative = inhibition, actives largely listed as inhibitors. AID 504444; note: % is set by controls: 0 for no effect and ±100 for the full control effect; nearly all actives have a fitted effect of over 60% in size
#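 Nrf2 activity is the BugLite luminescence, read 15 min after reagent at room temperature, following CellTiter-Fluor cytotoxicity readout (30 min, 37C). Compound titrations were applied for 18-24 h to 5000 A549 ARE_Fluc cells/well in 5% FBS OPTI-MEM.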
# The depositor's hits bear a star; i = inactive; ? = inconclusive; nt = not tested or not shown; [ ] = another dose, or the depositor's remark. Calls come from the whole dose curve; as a rule, active = well fitted curve in the direction sought with a large enough effect; inconclusive = small, poorly fitted or top-dose-only effect, or another doubt; inactive = no such curve, though single readings can be large; an effect the other way counts as inactive or inconclusive. Potency is the fitted concentration of half-maximal effect. Not all compounds are listed, so the mix of outcomes need not match the whole.
structure | EPAC2 antagonist | MCF10A rereplic | A549 viability | Nrf2 activator | S2 tox | ATXN2 expr inh | TGFb inhibitor | HepG2 viability | Nrf2 block
COc1ccccc1OCCn1c(CCNC(=O)C2CCCCC2)nc2ccccc21 | nt | nt | -2% | nt | nt | nt | 2% | 3% | -13%
Cc1ccc(SCc2ccc(C(=O)Nc3cccc([N+](=O)[O-])c3C)cc2)cc1 | 18% | ? | -10% | -0.7% | i | -11% | ? | -45% | ?
Cc1nn(C)c(C(=O)NNC(=O)NC2CCCCC2)c1Cl | 1% | 1% | -5% | -0.3% | i | -20% | -4% | 4% | -13%
CCOC(=O)c1c(NC(=S)NC(=O)c2ccc(Cn3cc(Cl)cn3)o2)sc2c1CCCCC2 | 11% | ? | ? | -0.9% | ? | ? | -1% | -5% | ?
O=C(Nc1nnc(CCN2CCOCC2)s1)C1CCCCC1 | -4% | 0% | 8% | -1.4% | i | -4% | 2% | -1% | 27%
CCc1ccc(NC(=S)N2CCC(NC(=O)C3CCCCC3)CC2)cc1 | 1% | 1% | 3% | 0.2% | i | -7% | ? | 6% | 16%
CCC(=O)n1nc(NCc2ccccc2OC)nc1NCc1ccccc1OC | -6% | 2% | -2% | -0.2% | i | 6% | -37% | -34% | -22%
COc1ccc(NC(=O)c2cc(-c3ccccn3)nc3c(C)cc(C)cc23)c(C)c1 | 9% | 10µM* | -1% | 2.5% | i | -2% | 0% | -2% | -1%
O=C1OCC/C1=C\NCCCN/C=C1\CCOC1=O | 9% | nt | nt | 0.5% | i | nt | -2% | 1% | nt
COc1ccc2nc(NC(=O)CCN3C(=O)c4ccccc4C3=O)sc2c1 | 16% | 0% | 3% | 0.4% | i | -1% | -9% | -4% | -5%
NC(=O)c1[nH]cnc1N=NN(CCO)Cc1ccccc1 | 5% | nt | nt | 0.2% | i | nt | 19% | 7% | nt
CCC(=O)N1CCc2cc(S(=O)(=O)NCCC(=O)Nc3ccc(N(CC)CC)cc3C)ccc21 | nt | nt | 10% | 5.2% | i | 2% | -17% | -12% | -15%
CC(C)(C)C(=O)Nc1ccc(-c2nc3ccccc3c(=O)o2)cc1 | 9% | 6% | -5% | -0.1% | i | 1% | -12% | -7% | 20%
O=C(NN1C(=O)c2ccccc2NC1c1ccoc1)c1ccc([N+](=O)[O-])cc1 (configuration not stated) | -12% | -9% | 8% | 1.1% | i | 34% | ? | -19% | 2%
Cc1cc(Nc2ccccc2)nn1C(=O)c1ccc([N+](=O)[O-])cc1 | -7% | 14% | -6% | 2.0% | i | 0% | 0% | -17% | -2%
Cc1cnc(C(=O)N2CCN(S(=O)(=O)c3cccc(Br)c3)CC2)cn1 | 7% | 14% | -3% | 0.0% | i | -9% | 0% | -6% | -16%
CCOc1ccccc1NC1=NCC(=O)N1Cc1ccc(F)cc1 | 0% | -3% | -17% | 0.2% | i | 2% | 5% | 2% | -16%
S=C(NCc1ccccn1)Nc1ccccc1Cl | 3% | 12% | 2% | 1.8% | i | 5% | 0% | 11% | 9%
O=C(Nc1ccc(C(F)(F)F)cc1)c1csc(-c2ccncc2)n1 | -5% | 0% | -11% | 8.1% | i | -27% | -17% | -29% | 18µM*
COc1ccc(S(=O)(=O)NCCc2cn3nc(C)c(C)nc3n2)cc1C | 1% | ? | 9% | -0.3% | i | 2% | 6% | 6% | -4%

# Entries from the list above that contain a halogen (6):
structure | EPAC2 antagonist | MCF10A rereplic | A549 viability | Nrf2 activator | S2 tox | ATXN2 expr inh | TGFb inhibitor | HepG2 viability | Nrf2 block
Cc1nn(C)c(C(=O)NNC(=O)NC2CCCCC2)c1Cl | 1% | 1% | -5% | -0.3% | i | -20% | -4% | 4% | -13%
CCOC(=O)c1c(NC(=S)NC(=O)c2ccc(Cn3cc(Cl)cn3)o2)sc2c1CCCCC2 | 11% | ? | ? | -0.9% | ? | ? | -1% | -5% | ?
Cc1cnc(C(=O)N2CCN(S(=O)(=O)c3cccc(Br)c3)CC2)cn1 | 7% | 14% | -3% | 0.0% | i | -9% | 0% | -6% | -16%
CCOc1ccccc1NC1=NCC(=O)N1Cc1ccc(F)cc1 | 0% | -3% | -17% | 0.2% | i | 2% | 5% | 2% | -16%
S=C(NCc1ccccn1)Nc1ccccc1Cl | 3% | 12% | 2% | 1.8% | i | 5% | 0% | 11% | 9%
O=C(Nc1ccc(C(F)(F)F)cc1)c1csc(-c2ccncc2)n1 | -5% | 0% | -11% | 8.1% | i | -27% | -17% | -29% | 18µM*

# More compounds:
structure | EPAC2 antagonist | MCF10A rereplic | A549 viability | Nrf2 activator | S2 tox | ATXN2 expr inh | TGFb inhibitor | HepG2 viability | Nrf2 block
CCN1CCN(c2cc(C)c3cc(NC(=O)c4ccccc4F)ccc3n2)CC1 | nt | nt | 0% | 6.3% | i | 14% | 35%[activator] | -25% | 4%[9.27 µM]
CCc1cc(-c2n[nH]c(=S)n2-c2cccc(C)c2)cs1 | 8% | 7% | 2% | -0.6% | i | 10% | -21% | -26% | 10%
Cc1[nH]c(=O)[nH]c(=O)c1S(=O)(=O)N1CCC(C(=O)N2CCN(c3cccc(C(F)(F)F)c3)CC2)CC1 | -26% | -17% | -7% | -0.9% | i | 39%[activator] | -1% | 5% | 27%
Cn1c(SCC(=O)NNC(=O)Cc2ccccc2)nnc1-c1ccccc1 | -3% | 2% | -4% | -0.6% | i | -7% | 10% | 6% | 2%
CCOc1ccccc1N(C)C(=O)C1CCCN(c2ncnc3c2nc2n3CCCCC2)C1 (configuration not stated) | nt | nt | 0% | -1.3% | i | -7% | -13% | -40% | 18%
Cc1ccc(CC2CC(=O)N(c3nc4ccccc4s3)C2=O)cc1 (configuration not stated) | -13% | -6% | -3% | -0.3% | i | nt | 7% | 9% | -22%
Cc1cc(C)cc(NC(=O)CC2Oc3ccc(C)cc3NC2=O)c1 (configuration not stated) | -6% | -1% | -10% | 6.6% | i | nt | 1% | -1% | -11%
CSc1ccccc1NS(=O)(=O)c1ccc2c(c1)OCCO2 | 0% | 7% | -1% | -0.2% | i | 0% | ? | 24% | ?
Cc1ccc(/C=N/NC(=O)c2nnn(-c3nonc3N)c2C)o1 | 7% | 1% | 0% | -0.4% | i | 0% | -3% | 6% | -19%
Cc1cccc(NC(=O)CS(=O)(=O)Cc2ccccc2)n1 | 15% | -2% | -3% | -0.1% | i | 14% | -20% | -7% | 12%
COc1ccc(-c2noc(CN(C(=O)c3ccc4c(c3)OCO4)C(C)C)n2)cc1 | -25% | 0% | -5% | -0.2% | i | -3% | 2% | -12% | ?
O=C(CNC(=O)C1COc2ccccc2O1)N/N=C\c1ccccc1Cl (configuration not stated) | 6% | -9% | 5% | 0.0% | i | -8% | -13% | -15% | -2%
CC(C)(CO)NCc1c(OCc2ccc(Cl)cc2)ccc2ccccc12 | -6% | ? | ? | 0.1% | ? | ? | ? | -58% | -10%
COC(=O)C/C(N)=C(\C#N)C(=O)OC | 0% | 1% | 3% | 2.4% | i | nt | 4% | 22% | 2%
CS(=O)(=O)c1ccc(Nc2nc(C(N)CCc3ccccc3)cs2)cc1 (configuration not stated) | 11% | nt | nt | 5.3% | ? | -27% | 6% | -18% | nt
O=C(COc1ccccc1Cl)NNC(=O)c1cc(S(=O)(=O)N2CCOCC2)ccc1N1CCCC1 | -7% | -1% | 1% | -0.5% | i | 0% | -2% | -18% | 4%
O=C(NCCCO)c1ccc2[nH]c3ccccc3c2c1 | 11% | 0% | 1% | 0.6% | ? | 10% | 3% | 13% | 11%
COc1cc(C(=O)NCCOc2ccccc2C)cc(OC)c1OC | 18% | 2% | 6% | 1.9% | i | -3% | 4% | 4% | ?
C/C(=N\Nc1nncc2ccccc12)c1ccc(Cl)c([N+](=O)[O-])c1 | 6% | -5% | -3% | 3.3% | i | -20% | 8% | -2% | ?
O=S(=O)(c1cccc(NC(=S)N2CCN(c3ccccc3)CC2)c1)C(F)F | 11% | 15% | -5% | 2.5% | i | ? | ? | 9% | ?
Cc1ccc(-n2sc3cc(F)ccc3c2=O)c(C)c1 | -26% | nt | nt | 9.2% | 22µM* | ? | ? | 11µM* | nt
COc1ccc(S(=O)(=O)NNC(=O)c2ccc([N+](=O)[O-])cc2)cc1 | -1% | 0% | 14% | 0.8% | i | 0% | 12% | 9% | ?
Nc1cc(N)nc(SCC(=O)NCCC2=CCCCC2)n1 | 4% | 0% | 2% | -0.4% | i | 4% | -2% | -10% | ?
Cc1cc(NC(=O)COC(=O)c2cc3c(s2)CCC(C)C3)no1 (configuration not stated) | -2% | 3% | 3% | -0.6% | i | 2% | -9% | -3% | -3%

# Screening results: PubChem, National Center for Advancing Translational Sciences (NCATS)
